# Bioassay records deposited in PubChem by National Center for Advancing Translational Sciences (NCATS).
# TRb SRC2 PPI = TRbeta-SRC2 interaction inhibition; hit rate 0.065% among 280,000; Potency, µM (top dose mostly 106 µM), inactives show top-dose activity change, negative = inhibition, usual class: inhibitors; TRbeta-SRC2 peptide binding, fluorescence polarization; receptor liganded with 1 µM T3; AID 1469; P10828;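 also: potency is read from the fitted curve at half-maximal effect; plate controls were bound peptide for no effect and peptide without receptor for full effect; nearly all actives have a fitted effect of over 50% in size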
#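 TRb LBD 0.6 uM + Texas Red SRC2 peptide 20 nM, 1 uM T3, Tris buffer w/ 5% DMSO; compound pinned, 5 h RT; FP read ex 555/em 632; normalized to unbound and bound controls.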
# TexasRed fluor = alters Texas Red total fluorescence, flagging assay interference; Potency, µM (doses to about 106 µM), for inactives: at the top dose fluorescence change, negative = quenching; hit rate 0.29% among 280,000; TRb/SRC2 Texas Red total fluorescence interference; active = well fitted curve in either direction with a large enough effect; inconclusive = small, poorly fitted or top-dose-only effect; also: potency is read from the fitted curve at half-maximal effect; % is scaled to controls: 0 for no effect and ±100 for the full control effect
#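 Human TRβ ligand-binding domain (0.6 uM) and Texas Red SRC2 peptide (20 nM) in Tris buffer with 1 uM T3 and 5% DMSO were incubated with pinned compound for 5 hr at ambient temperature. Total fluorescence was computed as S + 2P (555/632 nm).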
# GLA spleen mod = inhibitors or activators of human alpha-galactosidase in spleen homogenate; AID 2107; hit rate 0.008% among 240,000; Potency, µM (titrated, usually from 80 µM), without a hit: at the top dose activity change, negative = inhibition, usual class: inhibitors; P06280; human spleen homogenate, 4MU-alpha-Gal fluorescence, 40 min;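 also: potency is read from the fitted curve at half-maximal effect; 0% = enzyme with vehicle and -100% = no enzyme basal signal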
# Target sequence (P06280 32-429 limits assumed): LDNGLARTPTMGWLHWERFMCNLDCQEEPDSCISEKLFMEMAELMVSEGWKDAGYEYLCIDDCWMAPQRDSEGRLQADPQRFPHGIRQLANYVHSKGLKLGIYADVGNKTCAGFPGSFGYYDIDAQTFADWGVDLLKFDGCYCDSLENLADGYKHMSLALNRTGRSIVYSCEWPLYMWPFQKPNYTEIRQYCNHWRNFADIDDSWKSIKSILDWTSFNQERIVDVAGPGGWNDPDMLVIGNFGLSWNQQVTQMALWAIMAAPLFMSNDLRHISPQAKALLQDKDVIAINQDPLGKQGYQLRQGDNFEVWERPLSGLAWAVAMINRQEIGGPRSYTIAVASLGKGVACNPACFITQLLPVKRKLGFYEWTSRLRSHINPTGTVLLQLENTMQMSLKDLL
#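 Fluorogenic readout (Ex 365/Em 440 nm) of 4-methylumbelliferone released from 1 mM 4-MU-alpha-galactoside by spleen homogenate, 40 min at 37C, pH 5.0. Data normalized to no-enzyme and enzyme controls; Hill-equation AC50 from compound titrations.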
# NPSR antagonist = neuropeptide S receptor (human) antagonism, cAMP; AID 1461; Q6W5P4; Potency, µM (series often up to 38.3 µM), without a hit: top-dose activity change, negative = inhibition, usual class: inhibitors; CHO-NPSR cells, cAMP TR-FRET, antagonist mode; hit rate 1% among 220,000; also: potency is read from the fitted curve at half-maximal effect; % is scaled to controls: 0 for no effect and ±100 for the full control effect; nearly all actives have a fitted effect of over 50% in size; many of its hits are not listed in these tables
# Target sequence (Q6W5P4 whole entry, looked up): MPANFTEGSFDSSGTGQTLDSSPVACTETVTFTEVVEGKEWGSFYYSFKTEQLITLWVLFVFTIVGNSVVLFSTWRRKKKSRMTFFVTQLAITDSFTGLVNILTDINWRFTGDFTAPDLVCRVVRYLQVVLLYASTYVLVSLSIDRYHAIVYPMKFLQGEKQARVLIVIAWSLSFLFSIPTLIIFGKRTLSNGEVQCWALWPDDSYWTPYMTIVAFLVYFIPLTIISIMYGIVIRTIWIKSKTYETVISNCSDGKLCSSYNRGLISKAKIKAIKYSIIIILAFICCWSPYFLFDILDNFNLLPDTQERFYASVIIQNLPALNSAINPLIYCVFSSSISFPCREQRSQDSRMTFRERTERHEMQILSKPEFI
# CBFb-RUNX1 inh = CBF-beta/RUNX1 interaction disruption; AID 1477; AlphaScreen CBFb-His/RUNX1-biotin binding, biochemical; 230,000 tested, under 10 active; Potency, µM (top dose mostly 59.8 µM), without a hit: top-dose activity, negative = inhibition, actives largely listed as inhibitors; Q01196+Q13951; also: % of control where 0% means no effect
#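 CBFb-His/RUNX1-biotin, 30 nM each, preincubated 20 min RT; compound 15 min RT; Ni + streptavidin beads 50 ng each, 90 min RT; AlphaScreen read.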
# Epigenetic derep = epigenetic control regulation, reporter derepression; murine LDR cells, GFP reporter derepression, 30 h; Potency, µM (series often up to 53.9 µM), without a hit: top-dose GFP activation, most hits filed as activators; hit rate 0.2% among 280,000; also: potency is read from the fitted curve at half-maximal effect; % of control where 0% means no effect; nearly all actives have a fitted effect of over 60% in size
#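 Readout is the number of GFP-expressing murine LDR cells, counted by cytometry following washing. Cells were treated with compound for 30 h at 37 C; the stably integrated CMV-GFP locus is normally silent.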
# Tau fluor cs = counter-screen for tau fibril formation inhibitors; tau K18 P301L (four-repeat tau fragment) Alexa594 fluorescence, heparin fibrillization; Potency, µM (top dose mostly 57.7 µM), without a hit: top-dose activity change, negative = decrease; hit rate 0.93% among 280,000; AID 1463; also: potency is read from the fitted curve at half-maximal effect; % is scaled to controls: 0 for no effect and ±100 for the full control effect; nearly all actives have a fitted effect of over 55% in size
#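 Human K18 P301L tau (15 uM unlabeled plus 0.24 uM Alexa 594-labeled, final) in 100 mM sodium acetate pH 7 was mixed with compound and 20 uM heparin and incubated 6 hr at 37 C.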
# Tau fibril FP = inhibitors of human tau fibril formation; AID 1468; K18 P301L tau heparin fibrillization, Alexa594 FP, 6 h; hit rate 0.39% among 280,000; Potency, µM (series often up to 57.7 µM), inactives show at the top dose activity, negative = inhibition, usual class: inhibitors; P10636; also: potency is read from the fitted curve at half-maximal effect; % is scaled to controls: 0 for no effect and ±100 for the full control effect; nearly all actives have a fitted effect of over 55% in size
# Target sequence (P10636 561-689 P618L limits assumed): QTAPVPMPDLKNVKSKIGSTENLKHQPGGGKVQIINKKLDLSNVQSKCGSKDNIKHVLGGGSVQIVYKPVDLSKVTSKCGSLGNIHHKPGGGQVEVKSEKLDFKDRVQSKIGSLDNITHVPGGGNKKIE
#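 Steps: dispense K18 P301L tau (15 uM plus 0.24 uM Alexa 594 tracer, final) in pH 7 sodium acetate; add compound; add heparin (20 uM final); incubate 6 hr, 37 C; add ThT (30 uM final); after 1 hr ambient, read FP.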
# Starred values were filed as active, the others as inactive; ? = inconclusive; . = not tested or not shown; [ ] = another dose, or the depositor's remark. Unless noted, calls follow the shape of the dose curve; as a rule, active = well fitted curve in the direction sought with a large enough effect; inconclusive = small, poorly fitted or top-dose-only effect, or another doubt; inactive = no such curve, though single readings can be large; an effect the other way counts as inactive or inconclusive. These rows are one share of the data; count on the stated rates, not on these rows.
no.	compound	TRb SRC2 PPI	TexasRed fluor	GLA spleen mod	NPSR antagonist	CBFb-RUNX1 inh	Epigenetic derep	Tau fluor cs	Tau fibril FP
1	Cc1ccc(/C=C/C(=O)N2CCN(S(=O)(=O)/C=C/c3ccccc3)CC2)o1	-4%	-1%	-11%	-9%	?	-1.2%	-4%	-5%
2	COc1cc2c(=O)c(-c3ccc(O)cc3)coc2cc1OC1OC(CO)C(O)C(O)C1O (stereo unspecified)	-1%	-6%	-14%	2%	-1%	0.0%	-3%	-4%
3	O=C(Cn1c2c(sc1=O)C1c3ccccc3OCC1CS2)Nc1ccc(Cl)cc1 (stereo unspecified)	-1%	?	-19%	-12%	-5%	0.0%	?	-7%
4	N=C(N=C(N)N)N1CCc2ccccc21	1%	1%	5%	-10%	5%	1.0%	-13%	-9%
5	COCC(=O)Nc1ncc(S(=O)(=O)c2ccc([N+](=O)[O-])cc2)s1	-6%	-5%	2%	10%	4%	1.1%	-13%	0%
6	CCN1CCN(c2cc(C)c3cc(NC(=O)c4cccc(OC)c4)ccc3n2)CC1	-1%	-2%	7%	-11%	6%	3.1%	?	6%
7	CC(C)N(Cc1ccccc1)C(=O)c1cc2ccc3cccnc3c2[nH]1	-2%	2%	.	.	.	0.0%	-14%	-6%
8	Cc1ccc(NC(=O)Cn2cccc2)cc1	-1%	-5%	8%	-9%	-6%	7.2%	-2%	1%
9	CCOc1ccc(N2C(=O)Nc3ccccc3C2(O)C(=O)NCc2ccc(C)cc2)cc1 (stereo unspecified)	-1%	0%	9%	2%	3%	0.2%	-1%	5%
10	O=C(CSc1nnc(-c2ccccc2F)n1CCc1ccccc1)Nc1ccc2[nH]c(=O)[nH]c2c1	4%	-4%	-5%	8%	3%	-0.9%	-21%	9%
11	O=C(NCc1ccc(Cl)cc1)C(=O)NCC(c1cccs1)S(=O)(=O)c1ccc(Cl)cc1 (stereo unspecified)	-9%	-1%	.	.	.	-0.9%	-19%	-10%
12	Cc1ccc(C)c2c3c([nH]c12)-c1nonc1CC3	-1%	1%	10%	14%[46.1 µM]	4%	-0.3%	?	-9%
13	CCC(COC(C)=O)Nc1nc2c([nH]1)c(=O)n(C)c(=O)n2C (stereo unspecified)	-4%	-1%	13%	-3%[7.67 µM]	9%	1.1%	-5%	-9%
14	Cc1ncc(S(=O)(=O)c2ccc(Cl)cc2)c(-c2ccccc2)n1	7%	-2%	2%	-4%[46.1 µM]	2%	0.8%	-12%	0%
15	C(=C\c1cc(/C=C/c2ccccc2)ncn1)/c1ccccc1	-4%	0%	1%	0%[46.1 µM]	5%	-0.4%	2%	-5%
16	O=c1cc(COc2ccccc2Cl)nc2scc(-c3ccccc3)n12	0%	0%	.	.	.	10%	-28%	-7%
17	CCOc1ccccc1N1CCN(S(=O)(=O)c2ccc3c4c(cccc24)C(=O)N3)CC1	3%	-1%	?	-24%[46.1 µM]	-22%	3.6%	?	8%
18	CC1CCN(S(=O)(=O)c2ccc3c(c2)oc(=O)n3CC(=O)NCc2ccc3c(c2)OCO3)CC1	6%	0%	7%	-24%[46.1 µM]	-12%	0.4%	?	-14%
19	O=C(CSc1nc2ccccc2o1)N1c2ccccc2Sc2ccc(C(F)(F)F)cc21	-1%	-2%	-7%	-55%	-2%	-0.9%	-17%	1%
20	COCC(=O)NC(c1ccccc1)c1ccccc1	-2%	2%	-5%	4%[46.1 µM]	3%	-0.8%	2%	4%
21	Cc1cc(C)cc(Nc2cc(=O)n(C3CCCCC3)c(=O)[nH]2)c1	5%	1%	9%	-21%[46.1 µM]	0%	-1.1%	-29%	-1%
22	COc1ccc(C(=O)Nc2ccc3oc(Cc4ccc(Cl)cc4)nc3c2)cc1OC	5%	-3%	12%	-21%[46.1 µM]	-7%	-0.2%	?	?
23	Cc1ccc2c(c1)N(C(=O)N1CCC(C(=O)NCCc3ccccc3)CC1)CC(C)O2 (stereo unspecified)	-3%	-20%	.	.	.	2.5%	-19%	6%
24	CSc1ccc(CCNc2ncnc3onc(-c4ccc(Cl)cc4)c23)cc1	-6%	?	.	.	.	-1.3%	-30%	-11%
25	CCN1C(=O)/C(=C/C=C2/Sc3ccc4ccccc4c3N2CCO)SC1=S	19%	22%	0%	-4%	-8%	1.0%	?	-8%

# 3 compounds drawn at random from the list so far, as already listed:
no.	compound	TRb SRC2 PPI	TexasRed fluor	GLA spleen mod	NPSR antagonist	CBFb-RUNX1 inh	Epigenetic derep	Tau fluor cs	Tau fibril FP
3	O=C(Cn1c2c(sc1=O)C1c3ccccc3OCC1CS2)Nc1ccc(Cl)cc1 (stereo unspecified)	-1%	?	-19%	-12%	-5%	0.0%	?	-7%
25	CCN1C(=O)/C(=C/C=C2/Sc3ccc4ccccc4c3N2CCO)SC1=S	19%	22%	0%	-4%	-8%	1.0%	?	-8%
24	CSc1ccc(CCNc2ncnc3onc(-c4ccc(Cl)cc4)c23)cc1	-6%	?	.	.	.	-1.3%	-30%	-11%

# More entries follow.
no.	compound	TRb SRC2 PPI	TexasRed fluor	GLA spleen mod	NPSR antagonist	CBFb-RUNX1 inh	Epigenetic derep	Tau fluor cs	Tau fibril FP
26	COc1ccc(-c2cc(C(=O)Nc3cc(C)on3)no2)cc1	6%	-7%	5%	-8%	9%	-0.1%	8%	3%
27	C#CCOCCOCCOCCNc1nc(N2CCN(C(=O)[C@H]([C@@H](C)CC)n3cc([C@@H](N)Cc4ccc(O)cc4)nn3)CC2)nc(N2CCN(C(=O)[C@H](CCCCN)n3cc([C@@H](N)C(C)CC)nn3)CC2)n1 (stereo partly specified)	3%	1%	4%	-22%	9%	1.2%	11%	11%
28	O=C(Nc1ccc(Cl)c([N+](=O)[O-])c1)c1cnccn1	-4%	-1%	-9%	2%	-24%	0.0%	-17%	-4%
29	Cc1ccc(NC(=O)C(=O)NCCCN2CCOCC2)c(C)c1	-3%	-4%	-3%	1%	15%	-2.1%	.	.
30	COc1ccc(OC)c(C(c2nnnn2CC2CCCO2)N2CCN(C)CC2)c1 (stereo unspecified)	-13%	-2%	-1%	3%[46.1 µM]	1%	6.1%	-1%	3%
31	CC1=C(C(=O)OCc2ccccc2)C(c2cccnc2)c2c(n(C)c(=O)n(C)c2=O)N1 (stereo unspecified)	-3%	-5%	3%	-8%[46.1 µM]	-1%	-1.1%	-1%	-2%
32	Cc1cc(Br)c(NC(=O)COC(=O)CSc2nnc(-c3ccc(Cl)cc3)o2)c(Br)c1	-1%	0%	-7%	4%	10%	0.0%	-13%	0%
33	CN(C)c1nnc(-c2ccc(Cl)cc2)o1	-3%	-6%	23%	5%	15%	-0.5%	0%	9%
34	Cc1ccc(NC(=O)c2cccc(NC(=O)N3CCSc4ncccc43)c2)cc1Cl	-8%	1%	.	.	.	2.1%	-14%	?
35	Cc1cccc(OCc2nnc(SCC(=O)Nc3cccc(C(=O)N4CCOCC4)c3)n2C)c1C	-5%	-2%	1%	9%	1%	6.1%	-7%	2%
36	COc1cccc(C2(O)CCN(C(=O)C(C)C)CC2)c1	5%	-7%	-8%	9%	8%	0.0%	10%	5%
37	COc1ccc(N2CCN(C(=O)c3cc(=O)[nH]c4ccccc34)CC2)cc1	6%	0%	3%	3%	-2%	-2.9%	-5%	5%
38	Cc1nc(SCC(=O)NC2CCCCC2)[nH]c(=O)c1C	9%	4%	2%	15%	8%	0.0%	-1%	0%
39	Cc1cn(C2OC(COC(=O)c3ccccc3)C(OC(=O)c3ccccc3)C2OC(=O)c2ccccc2)c(=O)[nH]c1=O (stereo unspecified)	-8%	0%	2%	-15%	-2%	-1.0%	-12%	0%
40	Cc1ccc2[nH]c(=O)c3cc(C(=O)N(C)c4ccccc4C)sc3c2c1	6%	-1%	-14%	?	3%	1.3%	-6%	0%
41	O=C(CSc1nnc(-c2ccccc2O)n1Cc1ccccc1)NNC(=O)c1ccccc1O	-4%	-1%	6%	8%	-13%	0.0%	-5%	1%
42	Cc1cc(=O)n2[nH]c(NCc3ccccc3F)nc2n1	7%	-2%	-4%	5%	3%	0.0%	-1%	5%
43	Cc1ccc(-c2cc(C(=O)O)c3sc(N4CCCCC4)nc3n2)cc1	-2%	-4%	?	-40%	3%	0.0%	-11%	-4%
44	CC(=O)c1ccc(NC(=S)Nc2ccc3[nH]c(=O)[nH]c3c2)cc1	2%	-1%	-6%	11%	2%	0.0%	-1%	-6%
45	O=C(NC1CCCCCC1)c1cccnc1Sc1ccc(Cl)cc1	-9%	1%	-1%	-5%	8%	-3.0%	0%	6%
46	CCOC(=O)c1c(NC(=O)C(=O)N/N=C/c2ccccc2OC)sc2c1CCCCC2	-5%	0%	-1%	-20%[46.1 µM]	-4%	5.9%	-6%	-5%
47	Cc1nn(-c2ccccc2Cl)c(Cl)c1/C=C(\C#N)C(N)=O	1%	-1%	0%	-6%	0%	3.5%	7%	9%
48	O=C(c1ccc2c(c1)N(Cc1ccccc1F)C(=O)c1ccccc1S2(=O)=O)N1CCOCC1	-3%	?	.	.	.	0.0%	-26%	-16%
49	COCc1nnc(NC(=O)c2ccccc2Oc2ccccc2)s1	-1%	1%	-1%	-7%	0%	-0.1%	-5%	0%
50	COc1ccccc1C(=O)NC(=O)Nc1ccc(-c2cc(C(F)(F)F)nn2-c2ccccc2)cc1	-6%	?	.	.	.	-1.1%	?	?
51	Cc1cccc(-c2nc(S(=O)(=O)c3ccc(Cl)cc3)c(N3CCCCCC3)o2)c1	-4%	-2%	.	.	.	0.0%	-16%	-2%
52	Cc1nc2ccccn2c1-c1ccnc(SCc2ccc(Cl)cc2)n1	-1%	-2%	?	1%	-3%	-3.3%	-7%	2%
53	CN(C)CCNc1ccc(-c2nn(C)c(=O)c3ccccc23)cc1[N+](=O)[O-]	0%	-2%	0%	-27%	-5%	-1.5%	-7%	-12%
54	COC(=O)c1ccc(C(C(=O)NC2CCCCC2)N(Cc2ccc(F)cc2)C(=O)Cc2cccs2)cc1 (stereo unspecified)	2%	5%	0%	-34%	-7%	0.0%	-2%	4%
55	CCCN(C(=O)c1ccco1)c1nnc(-c2cccc(C)c2)s1	0%	-3%	-4%	?	10%	0.0%	-12%	5%
